# Screens (PubChem BioAssay)
# DNMT1 block: human DNMT1 methyltransferase inhibitors, primary screen, biochemical, molecular beacon, fluorescence, HinP1I cleavage, uHTS. DNA (cytosine-5)-methyltransferase 1 (Homo sapiens), P26358. inhibition (reported as % activation of signal), % at 10 µM. 0.83% of 360,000 active; in the data active = inhibition above about 50%
# Rpn11 block: Rpn11 (PSMD14) deubiquitinase inhibitors, primary screen, biochemical, fluorescence polarization, uHTS; AID 588493, 2011; 26S proteasome non-ATPase regulatory subunit 14 (Homo sapiens), O00487; calls only at 20 µM; 0.59% of 360,000 active; human 26S proteasome, Ub4-pepOG fluorescence polarization; 20S core pre-blocked with epoxomicin;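 active = inhibition at 20 µM, scaled to each plate's controls, above about 33%, limit read from the data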
# Target sequence (O00487 whole entry, looked up): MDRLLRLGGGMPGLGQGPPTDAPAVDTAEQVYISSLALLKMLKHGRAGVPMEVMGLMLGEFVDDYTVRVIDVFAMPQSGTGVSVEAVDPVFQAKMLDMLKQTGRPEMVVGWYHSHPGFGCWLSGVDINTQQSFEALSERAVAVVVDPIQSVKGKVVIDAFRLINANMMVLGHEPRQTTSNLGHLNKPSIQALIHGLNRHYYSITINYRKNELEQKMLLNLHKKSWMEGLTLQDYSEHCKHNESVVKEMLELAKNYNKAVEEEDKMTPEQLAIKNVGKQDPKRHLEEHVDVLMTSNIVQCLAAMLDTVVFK
# LMPTP block: LMPTP phosphatase inhibitors, primary screen, biochemical, fluorescence intensity, uHTS | Low molecular weight phosphotyrosine protein phosphatase (Homo sapiens), P24666 | recombinant LMPTP-A, OMFP fluorogenic substrate | inhibition, % at 20 µM | 0.22% of 360,000 active;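 active = compounds that cut the enzyme signal by at least half of the control window in the single-dose screen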;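 note: plate controls were DMSO wells with enzyme plus substrate for no effect and substrate without enzyme for full effect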
# Target sequence (P24666 whole entry, looked up): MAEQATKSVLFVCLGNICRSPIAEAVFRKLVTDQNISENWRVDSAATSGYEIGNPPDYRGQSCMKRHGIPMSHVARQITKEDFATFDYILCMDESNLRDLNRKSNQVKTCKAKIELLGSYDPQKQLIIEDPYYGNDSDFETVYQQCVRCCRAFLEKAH
#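 material = LMPTP-A | quantity = 0.625 nM enzyme | reagent = OMFP substrate, 400 µM final | buffer or medium = Bis-Tris pH 6.0, DTT, detergent | detection = endpoint fluorescence intensity from OMFP dephosphorylation | dosing = single 20 µM dose | read-out basis = % inhibition relative to no-enzyme and uninhibited control wells | control set = no-enzyme and uninhibited controls | timing = 50 min at room temperature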
# CSN deneddyl inh: inhibitors of CSN-mediated cullin deneddylation, primary screen, biochemical, fluorescence polarization, uHTS; COP9 signalosome complex subunit 5 (Homo sapiens), Q92905; Purified CSN, SCF-Nedd8-OG deneddylation; inhibition, % at 12.5 µM; 0.38% of 360,000 active;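 active = pattern-corrected inhibition above about 35%, with an unprinted fluorescence ratio check between 0.5 and 1.5, limit read from the data, passing the limit was not always enough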;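 note: 0% = enzyme with substrate and 100% = substrate without enzyme; some results filed as inactive read as strong as hits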
# Target sequence (Q92905 whole entry, looked up, one chain of several): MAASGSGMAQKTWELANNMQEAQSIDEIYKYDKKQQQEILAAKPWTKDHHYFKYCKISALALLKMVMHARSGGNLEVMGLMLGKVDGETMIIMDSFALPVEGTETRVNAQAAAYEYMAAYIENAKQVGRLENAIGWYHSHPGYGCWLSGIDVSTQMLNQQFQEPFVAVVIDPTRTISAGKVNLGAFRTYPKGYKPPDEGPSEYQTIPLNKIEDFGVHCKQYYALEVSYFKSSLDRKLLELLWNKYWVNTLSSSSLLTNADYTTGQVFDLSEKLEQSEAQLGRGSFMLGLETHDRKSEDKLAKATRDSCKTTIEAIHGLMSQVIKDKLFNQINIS
#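 Detection – fluorescence polarization · System – HEK293T-derived human Csn5 enzyme · Controls – substrate-only high control, full reaction low control · Timing – 90 min, room temperature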
# NadD block: inhibitors of S. aureus NadD, primary screen, biochemical, colorimetric, uHTS; Nicotinate-nucleotide adenylyltransferase NadD (Staphylococcus aureus N315); purified NadD enzyme, colorimetric absorbance read-out; inhibition, % at 20 µM; 0.78% of 360,000 active; in the data active = inhibition above about 26%; note: some compounds past the cut are filed as inactive
# STEP block: STEP phosphatase inhibitors, primary screen, biochemical, fluorescence intensity, uHTS; Tyrosine-protein phosphatase non-receptor type 5 (Homo sapiens), P54829; recombinant STEP, OMFP fluorogenic substrate; inhibition, % at 20 µM; 0.25% of 360,000 active;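 active = inhibition at 20 µM, scaled per plate between control wells, above about 37%, limit read from the data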;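 note: 0% = DMSO with enzyme and substrate and 100% = substrate only without enzyme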
#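 Assay system: isolated STEP enzyme. Buffer or medium: pH 6.0 Bis-Tris with DTT and Tween 20. Also added: fluorogenic phosphatase substrate OMFP at 25 µM final. Dosing: 20 µM, 1% DMSO. Timing: 20 min reaction, room temperature, in the dark. Measured by: fluorescence intensity, excitation 480 nm, emission 540 nm. Evaluation: normalized % inhibition.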
# Tb MetRS inh: T. brucei MetRS inhibitors, primary screen, biochemical, luminescence | AID 624268, 2012 | inhibition, % at 11.9 µM | methionyl-tRNA synthetase (Trypanosoma brucei brucei) | purified T. brucei MetRS, ATP depletion, Kinase-Glo luminescence | 0.4% of 360,000 active;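 active = inhibition above a per-plate cutoff of the control wells' mean inhibition plus 3 SD, cut at about 5.5% in these data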;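 note: 0% = DMSO wells median and 100% = median of wells with control inhibitor compound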
#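 Test system – parasite MetRS enzyme · Reagent – substrates ATP, L-methionine and bulk Escherichia coli tRNA · Doses – 11.9 µM compound single dose, 0.9% DMSO · Times – 15 min enzyme-compound preincubation, 2 h reaction, 10 min detection, 25 °C · Signal – Kinase-Glo luminescence, ATP depletion format · Controls – DMSO-only wells as low control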
# SUMO1-SIM PPI: modulators of SUMO1 protein-protein interactions, primary screen, biochemical, uHTS; Small ubiquitin-related modifier 1 (Homo sapiens), P63165; SUMO1 binding to a labelled peptide, TR-FRET, 1 h; inhibition, % at 20 µM; 0.33% of 360,000 active; AID 602429, 2012; in the data active = inhibition above about 37%
# Target sequence (P63165 whole entry, looked up): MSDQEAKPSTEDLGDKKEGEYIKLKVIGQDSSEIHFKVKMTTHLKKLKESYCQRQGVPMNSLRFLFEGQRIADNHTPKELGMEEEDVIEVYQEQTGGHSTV
# PABP1 MLLE inh: inhibitors of PABP1 MLLE–PAM2 peptide binding, primary screen, biochemical, fluorescence polarization, FITC-PAM2, GST-MLLE; 0.36% of 360,000 active; AID 588489, 2011; inhibition, % at 20 µM; in the data active = inhibition above about 35%, passing the limit was not always enough;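 note: plate controls were DMSO wells with GST-MLLE for no effect and wells lacking GST-MLLE protein for full effect; some results filed as inactive read as strong as hits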
# Scp1 inh: Scp-1 phosphatase inhibitors, primary screen, biochemical, colorimetric, uHTS. Recombinant Scp1, phosphopeptide, malachite green phosphate absorbance. inhibition, % at 20 µM. 0.88% of 340,000 active. AID 493091, 2011;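 active = inhibition above about 50% at 20 µM, limit read from the data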;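 note: plate controls were DMSO wells with enzyme for no effect and wells lacking enzyme for full effect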
#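 Times: enzyme reaction 45 min at room temperature, colour 5 min, stabilisation 30 min. Material: SCP-1 catalytic fragment, aa 76-261. Medium: Acidic Tris acetate buffer with magnesium and detergent. Signal: colorimetric free-phosphate detection, absorbance 630 nm. Read-out basis: % inhibition of SCP-1 phosphate liberation. Reagent: Phosphorylated 17-residue peptide substrate.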
# * = called active by the depositor; i = inactive; x = not tested or not shown.
1) Cc1ccc(CNC(=O)C(=O)NCC2OCCN2S(=O)(=O)c2ccc(Br)cc2)cc1 (stereo not drawn)
2) CCOc1cccc(NC(=O)/C(C#N)=C\c2cn(CC(=O)O)c3ccccc23)c1
3) CCC(C)[C@H](NC(=O)NCc1ccc(OC)c(OC)c1)C(=O)O (stereo partly drawn)
4) CC(=O)c1ccc(Nc2cnn(C34CC5CC(CC(CC(=O)O)(C5)C3)C4)c(=O)c2Cl)cc1
5) C[C@@H]1COc2cccc(N3CCSCC3)c2S(=O)(=O)N1
6) CCOC(=O)CNC(=O)Cc1ccc(OC)cc1
7) CN(C)/C=C/C(=O)c1ccc(S(=O)(=O)c2ccccc2)cc1
8) COc1ccc(-c2ccc(=O)[nH]n2)cc1

Compound,1,2,3,4,5,6,7,8
DNMT1 block,-2,-10,-2,-1,x,0,-1,-1
Rpn11 block,i,i,i,i,x,i,i,i
LMPTP block,-0.7,0.7,-1.2,-0.3,-1.1,-1.0,-0.6,-1.0
CSN deneddyl inh,3,8,-3,-4,-2,1,4,2
NadD block,-10,15,-7,14,-3,6,3,-6
STEP block,2,0,-5,-1,x,-2,-1,-2
Tb MetRS inh,-0.3,-0.1,-0.1,-0.4,-0.8,0.6,-0.1,0.0
SUMO1-SIM PPI,-6,-12,-1,-17,0,-1,-13,-8
PABP1 MLLE inh,-3,-16,-3,2,x,14,7,-6
Scp1 inh,-5,12,0,9,x,-2,-7,0

9) Cc1ccc(C)c(S(=O)(=O)N2CCC(c3nc4c(nnn4Cc4ccc(F)cc4)c(=O)[nH]3)CC2)c1
10) COCCNc1nc(NCCN2CCNC2=O)c2sc(-c3ccccc3)cc2n1
11) CCOc1ccccc1C(=O)Nc1ccccc1O
12) CCCCC(=O)OCC(=O)Nc1ccc(C)c(F)c1
13) COc1ccc(NC(=O)C2Cc3c(-c4cccc(C(N)=O)c4)ccnc3O2)cn1 (stereo not drawn)
14) CCN1C(=O)CC(NCc2ccc3c(c2)OCO3)C1=O (stereo not drawn)
15) CCCc1ncc(CN2CCCC(C(=O)Nc3ccc(-c4cccc(OC)c4)cc3)C2)cn1 (stereo not drawn)
16) Cc1cc(C)nc(N2CCC(CNC(=O)CCc3ccccc3)CC2)n1

Compound,9,10,11,12,13,14,15,16
DNMT1 block,-9,-4,-5,0,0,0,-5,1
Rpn11 block,i,i,i,i,i,i,i,i
LMPTP block,-0.7,5.0,0.5,-1.1,-0.6,-2.1,1.8,-0.6
CSN deneddyl inh,1,7,2,3,-1,0,-4,0
NadD block,17,-7,-2,-4,-10,2,-4,0
STEP block,5,-2,3,0,1,18,2,0
Tb MetRS inh,0.3,0.4,0.7,-1.3,-0.1,-1.0,0.2,-0.2
SUMO1-SIM PPI,-1,-14,3,-2,2,3,0,-1
PABP1 MLLE inh,-8,19,2,-2,11,-24,-11,3
Scp1 inh,-5,x,-8,7,x,-6,1,-2

# An excerpt from above, limited to SUMO1-SIM PPI and Tb MetRS inh.
no.	structure	SUMO1-SIM PPI	Tb MetRS inh
14	CCN1C(=O)CC(NCc2ccc3c(c2)OCO3)C1=O (stereo not drawn)	3	-1.0
15	CCCc1ncc(CN2CCCC(C(=O)Nc3ccc(-c4cccc(OC)c4)cc3)C2)cn1 (stereo not drawn)	0	0.2

# From compound 14 up to 16, copied from above:
14) CCN1C(=O)CC(NCc2ccc3c(c2)OCO3)C1=O (stereo not drawn)
15) CCCc1ncc(CN2CCCC(C(=O)Nc3ccc(-c4cccc(OC)c4)cc3)C2)cn1 (stereo not drawn)
16) Cc1cc(C)nc(N2CCC(CNC(=O)CCc3ccccc3)CC2)n1

Compound,14,15,16
DNMT1 block,0,-5,1
Rpn11 block,i,i,i
LMPTP block,-2.1,1.8,-0.6
CSN deneddyl inh,0,-4,0
NadD block,2,-4,0
STEP block,18,2,0
Tb MetRS inh,-1.0,0.2,-0.2
SUMO1-SIM PPI,3,0,-1
PABP1 MLLE inh,-24,-11,3
Scp1 inh,-6,1,-2

# Further structures.
17) CC(=O)c1cccc(NC(=O)C(Sc2ncnc3ccccc23)c2ccccc2)c1 (stereo not drawn)
18) CCC(C(=O)NC1CCCCC1)N(C(=O)c1snc(C(N)=O)c1N)c1ccc(OC)cc1OC (stereo not drawn)
19) O=C(CSc1cn(CCNC(=O)c2cccs2)c2ccccc12)NC1CCCC1
20) C[N+]1(CCOS(=O)C23CC4CC(CC(C4)C2)C3)CCOCC1 (stereo not drawn)
21) COc1cc(-c2nc(CN(C)C(C)c3ccncn3)c(C)o2)ccc1F (stereo not drawn)
22) CN(CC1CCOCC1)C(=O)CC1C(=O)NCCN1Cc1cccc(Oc2ccccc2)c1 (stereo not drawn)
23) Cc1ccc(S(=O)(=O)N2CCC(O)(c3cccnc3)CC2)cc1
24) Cc1cccc(-c2nc(C#N)c(N3CCCCCC3)o2)c1

Compound,17,18,19,20,21,22,23,24
DNMT1 block,-13,-1,-4,0,-1,7,-1,4
Rpn11 block,i,i,i,i,i,i,i,i
LMPTP block,1.9,1.8,0.6,-2.3,1.1,-1.0,-0.2,1.3
CSN deneddyl inh,5,2,-2,4,29,-5,-5,0
NadD block,10,3,1,14,-1,-1,-6,-2
STEP block,1,0,-1,-3,0,0,-1,-2
Tb MetRS inh,-0.5,-0.1,-0.9,-0.2,-0.4,-1.0,-0.2,-0.9
SUMO1-SIM PPI,0,-15,3,3,-1,3,1,-2
PABP1 MLLE inh,11,-2,-1,-138,10,-3,-5,2
Scp1 inh,2,-7,2,105*,-3,-3,1,-2

25) CC1=C(C(N)=O)C(c2ccc(Cl)cc2)n2nc(CCCO)nc2N1 (stereo not drawn)
26) COc1cccc(CNC(=O)CCc2nnc(C3CCCCC3)o2)c1
27) COc1ccc(CCNC(=O)CSc2ccc3nnc(CCNC(=O)c4ccc(C)cc4)n3n2)cc1OC
28) O=C1CCC(c2ccc(-n3ccnc3)cc2)=NN1
29) CC(Cc1ccccc1)NC(=O)C1(c2ccccc2)CCOCC1 (stereo not drawn)
30) O=C1CCC(c2ccccc2)=NN1
31) O=C(Nc1ncnc2c1CCC2)C12CC3CC(CC(C3)C1)C2
32) Cc1ccc(C2=N/C(=C\c3ccc(F)cc3)C(=O)N2)cc1

Compound,25,26,27,28,29,30,31,32
DNMT1 block,1,-3,2,0,4,2,0,2
Rpn11 block,i,i,i,i,i,i,i,i
LMPTP block,-0.1,-1.1,-0.3,-0.6,-2.3,-1.4,-1.6,1.2
CSN deneddyl inh,-1,4,-1,0,-1,-2,3,0
NadD block,-4,0,5,-1,0,-5,-2,-3
STEP block,1,1,4,-2,1,1,0,-4
Tb MetRS inh,-0.1,-0.3,0.1,-1.2,-0.5,-0.1,-0.7,-0.1
SUMO1-SIM PPI,0,-4,-1,-8,0,-1,-1,-7
PABP1 MLLE inh,-5,-7,-1,4,-5,2,2,6
Scp1 inh,-10,-7,-2,-6,-4,0,-1,-5

33) CC(CC(=O)N1CCN(c2ccccc2)CC1)S(=O)(=O)c1ccc2c(c1)NC(=O)CS2 (stereo not drawn)
34) COc1ccc(/C=C2\S/C(=N/S(=O)(=O)c3cccs3)NC2=O)cc1
35) COC(=O)c1sc(NC(=O)OCc2ccccc2)nc1CCNC(=O)OC(C)(C)C
36) CN(C)/C(=N\S(=O)(=O)c1ccccc1)c1ccccc1
37) COc1ccc(N2CC(NC(=O)NC(C)(C)C)CC2=O)cc1 (stereo not drawn)
38) O=[N+]([O-])c1ccc(SNc2ccccc2)c([N+](=O)[O-])c1
39) CCCNS(=O)(=O)c1ccc(CCC(=O)N2CCN(c3ccc(OC)cc3)CC2)cc1
40) CSC1=NCCCN1C(=O)c1c(-c2ccccc2Cl)noc1C

Compound,33,34,35,36,37,38,39,40
DNMT1 block,-3,3,x,1,1,9,-3,5
Rpn11 block,i,i,x,i,i,i,i,i
LMPTP block,-0.2,-0.4,0.9,-0.4,-2.3,1.5,-0.6,2.1
CSN deneddyl inh,1,3,4,3,-10,-3,-5,-6
NadD block,5,14,x,-4,-3,-6,-3,4
STEP block,5,-1,x,4,0,0,-3,-1
Tb MetRS inh,0.3,-0.3,0.2,0.2,-1.0,-0.5,-0.9,-1.2
SUMO1-SIM PPI,0,15,-1,3,1,-35,-1,2
PABP1 MLLE inh,-8,-11,x,-4,1,3,-6,11
Scp1 inh,-6,-2,x,2,-5,0,-4,-1

41) O=C(/C=C/c1ccc(-c2ccccc2[N+](=O)[O-])o1)c1ccc(F)cc1
42) CC(C)(C)C1CCc2onc(C(=O)Nc3cnn(Cc4ccc(F)cc4)c3)c2C1 (stereo not drawn)
43) CC(=O)Nc1ccc(NS(=O)(=O)c2cn(C)c(=O)n(C)c2=O)cc1
44) COc1cc(OC)c(C(=O)OCC(=O)Nc2c(C)n(C)n(-c3ccccc3)c2=O)cc1OC
45) CC(=O)Oc1ccc(C(=O)NCc2ccc3c(c2)OCO3)cc1
46) Cc1cccc(C)c1NC(=O)C1c2ccccc2OCC(=O)N1C1CC1 (stereo not drawn)
47) O=NN(Cc1cccnc1)C(=O)NC1CCCCC1
48) Cc1cc(C)n2c(SCc3ccc(C#N)cc3)nnc2n1

Compound,41,42,43,44,45,46,47,48
DNMT1 block,-6,3,3,3,0,x,-3,1
Rpn11 block,i,i,i,i,i,x,i,i
LMPTP block,5.4,1.8,-2.2,0.2,0.8,-0.4,-2.2,-0.6
CSN deneddyl inh,8,-1,0,-4,-1,5,1,0
NadD block,2,-8,-1,5,-1,1,-6,0
STEP block,4,2,-1,1,-2,x,-2,-1
Tb MetRS inh,-0.1,-0.6,-0.6,-0.2,-0.5,0.5,-1.2,0.1
SUMO1-SIM PPI,-9,1,0,-1,-4,4,0,-2
PABP1 MLLE inh,31,-7,-2,6,7,x,8,3
Scp1 inh,-17,-6,13,-6,-2,x,x,-11
